Screens deposited in PubChem by National Center for Advancing Translational Sciences (NCATS).
GPT2 inh: blocks human glutamate pyruvate transaminase 2. Q8TD30. Recombinant GPT2, coupled pyruvate oxidase/HRP Amplex Red fluorescence. Potency, µM (titrated, usually from 57.7 µM), for the others: top-dose activity change, negative = inhibition, most hits filed as inhibitors. 100,000 tested, 0.25% active. AID 1671188; note: potency is the fitted concentration of half-maximal effect; nearly all actives have a fitted effect of over 60% in size; many of its hits are not listed in these tables
Target sequence (Q8TD30 whole entry, looked up): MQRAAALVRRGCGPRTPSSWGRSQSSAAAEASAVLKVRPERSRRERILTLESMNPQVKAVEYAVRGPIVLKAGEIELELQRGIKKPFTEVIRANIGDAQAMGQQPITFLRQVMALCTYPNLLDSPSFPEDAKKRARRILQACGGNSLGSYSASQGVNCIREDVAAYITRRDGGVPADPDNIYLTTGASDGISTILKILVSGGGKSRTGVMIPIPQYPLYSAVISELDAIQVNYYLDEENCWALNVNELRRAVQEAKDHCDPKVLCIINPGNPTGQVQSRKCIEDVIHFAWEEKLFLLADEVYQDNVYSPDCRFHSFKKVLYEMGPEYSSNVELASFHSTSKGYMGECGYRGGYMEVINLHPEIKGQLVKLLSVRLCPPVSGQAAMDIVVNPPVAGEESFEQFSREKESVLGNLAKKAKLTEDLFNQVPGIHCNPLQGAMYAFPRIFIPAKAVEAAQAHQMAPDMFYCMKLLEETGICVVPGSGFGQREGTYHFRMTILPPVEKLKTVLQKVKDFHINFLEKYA
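Fluorescence of coupled pyruvate oxidase/HRP/Amplex Red system (50uM Amplex, 30 min, dark) reports pyruvate formed by GPT2. Enzyme reaction: 10ng/uL GPT2, 2mM L-alanine, 250uM a-KG, 30 min room temperature, pH 7.5; 50uM AOA control.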
FLuc inh: Photinus pyralis luciferase inhibition; purified P. pyralis luciferase, luminescence, biochemical; Potency, µM (top dose mostly 115 µM), for the others: at the top dose activity change, negative = inhibition, most hits filed as inhibitors; 76,000 tested, 2.5% active; note: potency is the fitted concentration of half-maximal effect; nearly all actives have a fitted effect of over 65% in size
Target sequence (P08659 whole entry, looked up): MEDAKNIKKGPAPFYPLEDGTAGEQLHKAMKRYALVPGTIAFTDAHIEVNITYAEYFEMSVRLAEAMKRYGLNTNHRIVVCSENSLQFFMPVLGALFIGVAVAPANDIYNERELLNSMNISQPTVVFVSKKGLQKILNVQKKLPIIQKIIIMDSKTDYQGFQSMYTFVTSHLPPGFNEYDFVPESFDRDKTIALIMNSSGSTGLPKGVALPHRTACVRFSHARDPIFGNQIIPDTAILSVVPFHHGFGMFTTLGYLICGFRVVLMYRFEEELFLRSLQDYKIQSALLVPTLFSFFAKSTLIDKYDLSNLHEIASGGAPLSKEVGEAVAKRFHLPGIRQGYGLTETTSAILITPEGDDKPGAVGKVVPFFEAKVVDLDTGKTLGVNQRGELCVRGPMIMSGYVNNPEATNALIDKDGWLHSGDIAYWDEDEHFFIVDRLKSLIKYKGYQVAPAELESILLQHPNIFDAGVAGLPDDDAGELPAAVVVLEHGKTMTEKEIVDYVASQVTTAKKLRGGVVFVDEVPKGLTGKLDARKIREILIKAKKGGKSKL
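FLuc 10nM, D-luciferin 10uM, ATP 10uM, Mg acetate 10mM, Tris acetate pH 7.5, Tween/BSA; cpd qHTS; enzyme added last; CCD luminescence.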
NIH3T3 tox: kills NIH 3T3 cells; NIH 3T3 viability, CellTiter-Glo ATP luminescence, 48-72 h; Potency, µM (doses to about 96.7 µM), for the others: at the top dose activity change, negative = cytotoxicity, usual class: inhibitors; 94,000 tested, 4.3% active; AID 1345082; note: potency is the fitted concentration of half-maximal effect; nearly all actives have a fitted effect of over 55% in size
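NIH 3T3 cells at 400 cells/well received 23 nL of compound by pintool and were incubated 48 or 72 h at 37 °C. Viability was read as ATP-coupled CellTiter-Glo luminescence.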
IP6K1 inhibitor: blocks human inositol hexakisphosphate kinase 1; Q92551; IP6K1 kinase, ADP-Glo luminescence, 2 h; hits give low values; activity change, % (series mostly up to about 58 µM); 140,000 tested, 0.81% active; in the data active = activity change below about -25%
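ADP-Glo luminescence measures ADP made by human IP6K1 during a 2 h RT reaction with ATP/IP6 (mix at 1.3 mM/130 uM); top library doses 57.5 and 19.1 uM final.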
HEK cytotox: cytotoxic compounds in HEK 293 cells; Potency, µM (doses to about 115 µM), for inactives: at the top dose activity change, negative = cytotoxicity, hits mostly inhibitors; 94,000 tested, 6.6% active; HEK 293 viability, ATP luminescence (CellTiter-Glo), 48-72 h; note: potency is the fitted concentration of half-maximal effect; nearly all actives have a fitted effect of over 60% in size
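HEK 293 seeded at 250 cells/well receive compound via pintool. After 48 or 72 hr at 37 degree Celsius, 5% CO2 and 95% humidity, CellTiter-Glo is dispensed and luminescence read following 10 min at room temperature.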
SNCA viab count: counter-screen for SNCA expression inhibitors: cell viability; 150,000 tested, 0.12% active; Potency, µM (doses to about 57.1 µM), without a hit: top-dose activity change, negative = cytotoxicity, usual class: cytotoxic; AID 1671193; HEK-293-SNCA-luc viability, GF-AFC fluorescence, 24 h;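 note: potency is the fitted concentration of half-maximal effect; 0% = DMSO-treated cells and -100% = medium-only wells without cells; nearly all actives have a fitted effect of over 30% in size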
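Cytotoxicity counterscreen: after 24 h compound treatment of genome-edited SNCA-luciferase HEK-293 cells, live-cell protease substrate GF-AFC read by fluorescence after 30 min; activity scaled between DMSO (0%) and medium-only (-100%), curves Hill-fitted.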
SNCA expr inhib: reduces expression of the alpha-synuclein gene; 140,000 tested, 0.17% active; Potency, µM (top dose mostly 57.2 µM), for inactives: at the highest dose activity change, negative = inhibition, usual class: inhibitors; HEK-293 SNCA-luciferase knock-in, luminescence, 24 h;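 note: potency is the fitted concentration of half-maximal effect; plate controls were DMSO cells for no effect and cell-free wells for full effect; nearly all actives have a fitted effect of over 45% in size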
Numbers without * were called inactive; i = inactive; ? = inconclusive; / = not tested or not shown; [ ] = remark or other dose. Unless noted, calls come from the whole dose curve; as a rule, active = well fitted curve in the direction sought with a large enough effect; inconclusive = small, poorly fitted or top-dose-only effect, or another doubt; inactive = no such curve, though single readings can be large; an effect the other way counts as inactive or inconclusive. Unless noted, % is set by controls: 0 for no effect and ±100 for the full control effect. A portion of the library; count on the stated rates, not on these rows.

Assay codes: A = GPT2 inh; B = FLuc inh; C = NIH3T3 tox; D = IP6K1 inhibitor; E = HEK cytotox; F = SNCA viab count; G = SNCA expr inhib
#1 CC(C)CCNC(=O)Nc1ccc2c(c1)N(C)C(=O)c1ccccc1S2
  A = /	B = /	C = /	D = -6	E = /	F = -6%	G = ?
#2 O=Cc1ccc(N2CCN(C(=O)N3CCCC3)CC2=O)cc1
  A = i	B = /	C = -23%[138 µM]	D = 2	E = -11%[172 µM]	F = -10%[87.6 µM]	G = -19%[87.6 µM]
#3 CCOC(=O)c1c(C)c(C(=O)NCc2ccc(Cl)cc2)c(C)n1CC
  A = /	B = /	C = /	D = 13	E = /	F = 0%	G = 9%
#4 COc1ccc([C@H]2C[C@@H](O)[C@@H](O)[C@@H]2NC(=O)c2cc(C)on2)cc1
  A = 3%[88.5 µM]	B = -2%[172 µM]	C = -24%[174 µM]	D = 16	E = 2%[172 µM]	F = 6%[87.6 µM]	G = -23%[87.6 µM]
#5 O=C(NCc1cccc(F)c1)N1CCC(N2CC3CC(C2)[C@H]2CCCC(=O)N2C3)CC1 (stereo not given in full)
  A = i	B = 11%	C = i	D = 23	E = -3%	F = -4%	G = 6%
#6 Cc1ccc(C2CCN(C(=O)c3cnn(-c4ccc(C)cc4)c3C3CCN(C(=O)OC(C)(C)C)CC3)C2)cc1 (stereo not given)
  A = /	B = /	C = /	D = 1	E = /	F = 10%	G = 91%[activator]
#7 COc1ccccc1NC(=O)Cn1ccn2nc(-c3ccc(F)cc3)c(CO)c2c1=O
  A = -10%	B = -5%	C = 4%	D = 30	E = -15%	F = -9%	G = 6%
#8 O=C(Cc1cccc(F)c1)N1CCC(Cc2noc(C3CCOCC3)n2)C1 (stereo not given)
  A = -13%	B = -4%	C = -25%	D = 7	E = -11%	F = -5%	G = ?
#9 CCOC(=O)c1ccc(N2C(=O)c3n[nH]c(-c4cccs4)c3C2c2ccc(OC)cc2OC)cc1 (stereo not given)
  A = /	B = /	C = /	D = 9	E = /	F = -8%	G = 10%
#10 CN(C)c1ccc(NC(=O)CSc2nc3ccsc3c(=O)n2CCCCCC(=O)O)cc1
  A = /	B = /	C = /	D = -1	E = /	F = 16%	G = 4%
#11 CCN(CC)C(=O)C(C)[C@@H]1CC[C@@]2(C)CC[C@H](NC(=O)CC(C)(C)C)[C@@H](C)[C@@H]2[C@H]1O (stereo not given in full)
  A = -5%[88.5 µM]	B = 1%[172 µM]	C = -25%[138 µM]	D = -11	E = -17%[172 µM]	F = 4%[87.6 µM]	G = 1%[87.6 µM]
#12 CN1CC2(CCN(S(=O)(=O)c3cccnc3)CC2)CC1C(=O)N1CCOCC1 (stereo not given)
  A = -21%	B = 7%	C = -7%	D = 8	E = -8%	F = -4%	G = -22%
#13 Cc1c(Cl)cccc1NC(=O)Cn1cnc(S(=O)(=O)N2CCCC2)c1
  A = /	B = /	C = /	D = -8	E = /	F = 0%	G = 3%
#14 Cc1ccc2onc(CNC(=O)NCc3cccc(Cl)c3)c2c1
  A = /	B = /	C = /	D = -2	E = /	F = -2%	G = 21%
#15 Cc1cccc(N2CCN(c3ncnc4onc(-c5ccc(F)cc5)c34)CC2C)c1 (stereo not given)
  A = /	B = /	C = /	D = 27	E = /	F = 0%	G = ?
#16 CN(c1ccccc1)S(=O)(=O)c1nnc(NC(=O)C2CCCCC2)s1
  A = /	B = /	C = /	D = -14	E = /	F = 23%	G = 9%
#17 O=C(NC[C@H]1OC[C@@H](NC2CCCC2)[C@@H]1O)c1cccs1
  A = 4%[88.5 µM]	B = 4%[172 µM]	C = i	D = 5	E = 1%[172 µM]	F = 3%[87.6 µM]	G = 2%[87.6 µM]
#18 CC1=C(C(=O)NCC2CCCCC(=O)N2)C2(CCCCC2)OC1=O (stereo not given)
  A = i	B = /	C = -13%	D = 5	E = -10%	F = 16%	G = -10%
#19 CSCc1ccc(N2CCC(C(C)N3CCCC3)CC2)nc1 (stereo not given)
  A = -5%	B = -1%	C = -2%	D = -2	E = -8%	F = -2%	G = 9%
#20 COc1cccc(CC(=O)N2CC(CO)C3(CCNCC3)C2)c1 (stereo not given)
  A = i	B = 2%	C = i	D = 7	E = 5%	F = -4%[12.5 µM]	G = 14%
#21 CCN(C(=O)Cn1nc(Cc2ccncc2)c2ccccc2c1=O)c1cccc(C(F)(F)F)c1
  A = /	B = /	C = /	D = 21	E = /	F = 11%	G = 41%[activator]
#22 CNC(=O)C1c2c(OC)ccc3c2C(=CC(C)(C)CO3)CN1Cc1ccccc1 (stereo not given)
  A = /	B = /	C = ?	D = 20	E = ?	F = /	G = /
#23 CN(Cc1cnccn1)C(=O)[C@H]1CCC[C@@H](O)C1
  A = -16%	B = -2%	C = 0%	D = 30	E = 5%	F = -11%	G = -16%
#24 Cn1cccc1-c1noc(C2CCN(Cc3noc(-c4ccccc4)n3)C2)n1 (stereo not given)
  A = -10%	B = /	C = ?	D = 18	E = ?	F = 13%	G = 41%[activator]
#25 O=C(Nc1ncc(-c2cccc(F)c2)c2c1OCC2)c1ccc(Cl)cc1
  A = i	B = 5%[172 µM]	C = ?	D = -17	E = 100µM*	F = -2%[87.6 µM]	G = -5%[87.6 µM]
#26 COCC(=O)N1CCC(Oc2ccccc2-c2nc(C3CCOCC3)no2)C1 (stereo not given)
  A = i	B = 2%	C = -14%	D = -8	E = ?	F = -2%	G = 0%
#27 C=CC1C(OC2OC(CO)C(O)C(O)C2O)OC=C2C(=O)N3C(C(=O)O)Cc4c([nH]c5ccccc45)C3CC21 (stereo not given)
  A = -5%[27.3 µM]	B = /	C = /	D = -2	E = /	F = -3%[23.9 µM]	G = /
#28 Cn1c(CNCC2(COc3cccnc3)C[C@@H](O)[C@@H](O)C2)nc2ccccc21 (stereo not given in full)
  A = 2%	B = 4%	C = -16%	D = 17	E = -4%	F = 2%	G = 37%[activator]
#29 CC1CCN(CCNC(=O)c2ccc(Cn3c(SCc4ccccc4)nc4cccnc43)cc2)CC1
  A = /	B = /	C = /	D = 23	E = /	F = 10µM*	G = 5%
#30 CN1Cc2cccn2CC1CNC(=O)c1nn(C)c2ccccc12 (stereo not given)
  A = ?	B = 0%	C = ?	D = -3	E = ?	F = -15%	G = 0%

A second format for 7 compounds above.
Values in the order – GPT2 inh, FLuc inh, NIH3T3 tox, IP6K1 inhibitor, HEK cytotox, SNCA viab count, SNCA expr inhib
19. CSCc1ccc(N2CCC(C(C)N3CCCC3)CC2)nc1 (stereo not given)
    -5%, -1%, -2%, -2, -8%, -2%, 9%
20. COc1cccc(CC(=O)N2CC(CO)C3(CCNCC3)C2)c1 (stereo not given)
    i, 2%, i, 7, 5%, -4%[12.5 µM], 14%
21. CCN(C(=O)Cn1nc(Cc2ccncc2)c2ccccc2c1=O)c1cccc(C(F)(F)F)c1
    /, /, /, 21, /, 11%, 41%[activator]
22. CNC(=O)C1c2c(OC)ccc3c2C(=CC(C)(C)CO3)CN1Cc1ccccc1 (stereo not given)
    /, /, ?, 20, ?, /, /
23. CN(Cc1cnccn1)C(=O)[C@H]1CCC[C@@H](O)C1
    -16%, -2%, 0%, 30, 5%, -11%, -16%
24. Cn1cccc1-c1noc(C2CCN(Cc3noc(-c4ccccc4)n3)C2)n1 (stereo not given)
    -10%, /, ?, 18, ?, 13%, 41%[activator]
25. O=C(Nc1ncc(-c2cccc(F)c2)c2c1OCC2)c1ccc(Cl)cc1
    i, 5%[172 µM], ?, -17, 100µM*, -2%[87.6 µM], -5%[87.6 µM]

(continued)
Assay codes: A = GPT2 inh; B = FLuc inh; C = NIH3T3 tox; D = IP6K1 inhibitor; E = HEK cytotox; F = SNCA viab count; G = SNCA expr inhib
#31 Cc1ccc2[nH]c3c(=O)n(CC(=O)NCc4ccco4)ncc3c2c1
  A = /	B = /	C = /	D = 10	E = /	F = 3%	G = -5%
#32 COc1ccc(Cl)cc1NC(=O)c1ccc2nc(Cc3ccccc3)oc2c1
  A = /	B = /	C = /	D = -11	E = /	F = -4%	G = ?
#33 O=C(c1ccccc1)N1CCc2nc(C3CC3)nc(-c3ccc(Cl)cc3)c2C1
  A = i	B = /	C = -34%	D = 1	E = ?	F = ?	G = -4%
#34 COc1cc(NC(=O)CSc2cc(=O)n(C)c3ccccc23)cc(OC)c1OC
  A = /	B = /	C = /	D = 11	E = /	F = -5%	G = ?
#35 Cc1ccc(-n2c(SCC(=O)Nc3cccc(Cl)c3)nc3n[nH]c(C)c3c2=N)cc1
  A = /	B = /	C = /	D = -6	E = /	F = -28%	G = -7%
#36 COc1ccc(C(=O)N2CC(=O)Nc3ccc(C)cc3C2c2ccccc2)c(OC)c1 (stereo not given)
  A = /	B = /	C = /	D = 2	E = /	F = -4%	G = -3%
#37 CNC(=O)N1CCC(C2CCN(C(=O)c3c(F)cccc3Cl)C2)CC1 (stereo not given)
  A = i	B = 5%	C = -18%	D = -12	E = -12%	F = -2%[12.5 µM]	G = -26%
#38 COc1cc(OC)c(NC(=O)Cn2c(C)cc3nc4n(c(=O)c32)CCCCC4)cc1Cl
  A = i	B = 1%	C = -27%	D = -13	E = -14%	F = -26%	G = ?
#39 Cc1nccn1CCN(C)C(C(=O)O)c1ccc(C(C)(C)C)cc1 (stereo not given)
  A = -22%	B = 0%	C = -24%	D = 7	E = -23%	F = -2%	G = 2%
#40 CN(CCc1ccccn1)[C@H]1[C@@H]2OC[C@@H](O2)[C@@H](NCc2ccccn2)[C@@H]1O
  A = -18%[88.5 µM]	B = 5%[172 µM]	C = 3%[174 µM]	D = 1	E = i	F = 5%[87.6 µM]	G = 7%[87.6 µM]
#41 CCOC(=O)c1ccc(NC(=O)Cn2nnc(-c3ccc(C(F)(F)F)cc3)n2)cc1
  A = /	B = /	C = /	D = 15	E = /	F = 18%	G = -1%
#42 COc1ccccc1CN1CC(O)CN(C(=O)c2ccc(SC)cc2)CC1=O (stereo not given)
  A = /	B = /	C = -31%	D = -2	E = ?	F = /	G = /
#43 C/C=C1/[C@H](O[C@@H]2O[C@H](CO)[C@@H](O)[C@H](O)[C@H]2O)OC=C(C(=O)OC)[C@H]1CC(=O)O[C@@H]1O[C@H](CO)[C@@H](O)[C@H](O)[C@H]1O
  A = i	B = /	C = /	D = 11	E = /	F = ?	G = /
#44 COc1ccccc1-c1noc(-c2ccc(NCc3ccccc3)c([N+](=O)[O-])c2)n1
  A = /	B = /	C = /	D = 17	E = /	F = -5%	G = -1%
#45 COCC(=O)NC[C@H]1CCN(Cc2ccccn2)C[C@H]1N(C)C
  A = -24%	B = -9%	C = -15%	D = -3	E = -5%	F = -4%[12.5 µM]	G = ?
#46 O=C1NCCOCCCN(S(=O)(=O)c2ccc3c(c2)CCC3)[C@H]2CCC[C@@H]12
  A = 4%	B = -2%	C = -15%	D = 5	E = ?	F = 0%	G = -7%
#47 COc1ccc(-n2cc(C(=O)NCCc3ccc(C)cc3)c3ccccc3c2=O)cc1
  A = /	B = /	C = /	D = -12	E = /	F = -28%	G = -19%
#48 Cc1cc(C(=O)N(C)CC2(C)CCOCC2)nn1C
  A = i	B = -6%	C = i	D = 0	E = -3%	F = 2%	G = -14%
